Screens (PubChem BioAssay)
FBW7 act: human FBW7 E3 ligase activation, primary screen; Q969H0; AlphaScreen FBW7–phospho-cyclin E peptide binding, activator screen; normalized activity (activation), % at 26.1 µM; actives 0.13% (n = 650,000); AID 1259310; in the data active = normalized activity above about 1.9%;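 note: purified mutant Fbw7 with reduced substrate affinity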
Target sequence (Q969H0 whole entry, looked up): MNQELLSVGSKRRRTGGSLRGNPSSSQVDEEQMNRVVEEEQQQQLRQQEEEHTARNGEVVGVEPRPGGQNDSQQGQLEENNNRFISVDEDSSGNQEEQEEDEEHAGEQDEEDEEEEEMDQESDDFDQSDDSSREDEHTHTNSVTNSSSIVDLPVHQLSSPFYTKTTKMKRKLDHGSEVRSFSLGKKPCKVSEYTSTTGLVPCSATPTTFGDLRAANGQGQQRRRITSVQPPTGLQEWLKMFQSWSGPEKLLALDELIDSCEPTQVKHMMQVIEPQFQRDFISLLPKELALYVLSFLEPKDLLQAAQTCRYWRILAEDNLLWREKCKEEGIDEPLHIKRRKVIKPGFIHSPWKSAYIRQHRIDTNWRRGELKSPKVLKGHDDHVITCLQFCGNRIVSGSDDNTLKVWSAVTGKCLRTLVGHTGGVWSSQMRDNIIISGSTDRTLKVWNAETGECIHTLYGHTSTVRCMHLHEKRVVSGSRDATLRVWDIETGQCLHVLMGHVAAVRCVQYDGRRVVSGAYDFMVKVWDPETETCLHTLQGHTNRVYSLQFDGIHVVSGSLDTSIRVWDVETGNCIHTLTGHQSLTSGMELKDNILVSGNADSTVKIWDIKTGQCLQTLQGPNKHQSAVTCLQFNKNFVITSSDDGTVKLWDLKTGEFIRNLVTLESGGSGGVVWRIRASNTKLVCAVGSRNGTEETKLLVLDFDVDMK
MITF inh: inhibitors of human MITF; AlphaScreen MITF homodimerization, bead proximity signal; inhibition, % at 2.6 µM; actives 0.91% (n = 650,000); AID 1259374; in the data active = inhibition above about 50%;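 note: 0% = vehicle wells with protein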
TEAD-YAP inh: TEAD-YAP interaction inhibition. HEK-TIYL cells, TEAD-Gal4/YAP UAS-luciferase luminescence. inhibition, % at 9.12 µM. actives 1.4% (n = 640,000); in the data active = inhibition above about 32%;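 note: 0% = median of test compound wells and 100% = reference inhibitor wells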
GPR151 ag: activators of human GPR151. actives 1% (n = 650,000). PathHunter beta-arrestin GPR151 cells, luminescence. activation, % at 11.2 µM. AID 1508602; in the data active = activation above about 4.9%;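 note: 0% = median of compound wells and 100% = cells with positive control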
* marks the source's active call; other numbers are inactive results; & = joins results of further samples. This is a random part of the collection. Share with any hit: about 3.4%.

SMILES	FBW7 act	MITF inh	TEAD-YAP inh	GPR151 ag
Cc1ccc(SCC(=O)NCc2ccccc2C)cc1	0.0	-6	-4	0.8
COc1cc(=O)n2c(c1C(=O)NCc1ccco1)CCN(C(C)CCn1cccn1)CC2 (centres undefined)	-0.1	8	-5	0.0
Cc1ccc(C)c(Cc2c(C)nc3ncnn3c2C)c1	-0.1	-15	-18	-0.2
COc1ccc(CCNC(=O)c2cc3cc([N+](=O)[O-])cc(OC)c3oc2=O)cc1OC	-0.1	-4	-2	0.2
Cc1cc(/C=C2/C(=O)NC(=O)N(C3CCCCC3)C2=O)c(C)n1C1CCCC1	-0.7	-4	-4	2.3
CC(C)(C)NS(=O)(=O)c1ccc2c(c1)C(=O)c1ccccc1C2=O	-0.2	1	-31	0.2
Cn1c(=O)cc(NCCCO)n(Cc2ccc(F)cc2F)c1=O	-0.1	7	-12	0.4
CCOc1cc(C2/C(=C(\O)c3ccc(F)cc3)C(=O)C(=O)N2c2nncs2)ccc1O (centres undefined)	0.2	-1	-5	1.3
COCCNc1nc2c(c(=O)[nH]c(=O)n2C)n1Cc1cccc(C)c1	0.1	17	10	-0.2
O=C(CCN1CCN(Cc2ccccc2)CC1)Nc1ccc(F)c(F)c1	-0.1	-2	7	-0.8
CCC(C)OC(=O)C1=C(C)NC2=C(C(=O)CC(c3ccccc3)C2)C1c1cc(OC)c(OC)cc1Br (centres undefined)	-0.1	63*	0	0.4
CCOc1ccc(-n2c(=S)[nH]c3c(sc(=S)n3-c3ccccc3)c2=O)cc1	0.0	-7	3	0.8
CCn1nc(C)c(NC(=O)CCl)c1C	0.0	8	-16	-0.6
CCOC(=O)C1(C)NC(c2ccc(C(C)C)cc2)C2C(=O)N(CC)C(=O)C21 (centres undefined)	0.0	4	-6	-0.6
CS(=O)(=O)N(CC(=O)NCCc1ccccc1)c1ccc(Cl)cc1Cl	0.6	8	3	-1.9

In the list so far, 3 contain fluorine.
SMILES	FBW7 act	MITF inh	TEAD-YAP inh	GPR151 ag
Cn1c(=O)cc(NCCCO)n(Cc2ccc(F)cc2F)c1=O	-0.1	7	-12	0.4
CCOc1cc(C2/C(=C(\O)c3ccc(F)cc3)C(=O)C(=O)N2c2nncs2)ccc1O (centres undefined)	0.2	-1	-5	1.3
O=C(CCN1CCN(Cc2ccccc2)CC1)Nc1ccc(F)c(F)c1	-0.1	-2	7	-0.8

Remaining list, next part
SMILES	FBW7 act	MITF inh	TEAD-YAP inh	GPR151 ag
Cc1ccc(CN(C(=O)c2sc3ccccc3c2Cl)C2CCS(=O)(=O)C2)o1 (centres undefined)	0.0	10	-9	-1.2
Cc1csc(CN(C)C(=O)CC2C(=O)NCCN2CC2CCCCC2)n1 (centres undefined)	0.3	9	8	5.3*
Cc1cc(Br)cc2c1N(C)C(=O)C2(O)CC(=O)c1ccc(Cl)cc1 (centres undefined)	-0.1	5	13	3.8
OC1(c2ccc3c(c2)CN(Cc2ccn[nH]2)CCO3)CCN(c2ccccc2F)CC1	-0.2	16	-1	0.2
CC(=O)N1CCSc2cc(S(=O)(=O)Nc3ccc(C)cc3)ccc21	-0.2	-4	3	1.7
CCC1CCC(c2ccc(C3=N/C(=C/c4ccc(Cl)cc4)C(=O)O3)cc2)CC1 (centres undefined)	0.1	-3	4	0.0
Cc1ccc(-c2cc(=O)c(=O)[nH][nH]2)cc1	0.2&-0.2	-2&-4	12&-20	-0.5&-1.0
N#Cc1cc2c(=O)n3ccccc3nc2n(-c2ccccc2F)c1=O	0.8	14	4	-1.0
O=C(Nc1cccc2cccnc12)c1cc2ccccc2oc1=O	-0.4	5	-29	1.3
Cc1c(Nc2nc3ccc(Cl)cc3n3cnnc23)cccc1[N+](=O)[O-]	0.2	8	4	1.1
O=C(CCC1(Cc2ccc(Cl)cc2)CCC(=O)N1)NCc1cccc2[nH]ccc12 (centres undefined)	-0.1	5	9	1.7
CC1(C)CC(NC(CO)C(O)c2ccc([N+](=O)[O-])cc2)=CC(=[N+]2CCCCC2)C1 (centres undefined)	0.1	-9	-14	-1.1
COc1ccccc1N1CCN(S(=O)(=O)c2cnc[nH]2)CC1	0.1	11	-2	0.0
CCc1noc(C)c1C(=O)Nc1ncc(C)s1	0.0	18	-7	0.7
Cc1cc(-c2nnc(NC(=O)C(C)(C)Oc3ccc(Cl)cc3)o2)c(C)o1	-0.6	7	3	1.5
Cc1noc(C)c1-c1nc2ncnc(NCCOc3ccccc3)c2[nH]1	-0.1	1	5	1.7
c1ccc(CN2CCOCCOCCN(Cc3ccccc3)CCOCC2)cc1	0.4	9	19	-1.0
CN1CCN(C(=O)c2cnn(-c3ccccc3)c2NC(=O)c2ccccc2F)CC1	-0.1	15	0	0.4
O=C(/C=C/c1ccc(Cl)cc1)Oc1ccc(Br)cc1	0.0	-1	-1	-1.3
CCc1cc(=O)oc2c(C)c(OC3CCCCC3=O)ccc12 (centres undefined)	0.8	12	3	-0.2
CC1(C)CC(NC(=O)COc2ccc(C(C)(C)C)cc2)CC(C)(C)N1	0.1	-1	0	-0.2
CCOC(=O)C1=C(C)N=c2s/c(=C/c3ccc(O)c(OCC)c3)c(=O)n2C1c1cccc2ccccc12 (centres undefined)	0.1	6	-5	0.4
O=C(Nc1ccc(Cl)cc1Cl)c1cc2cc(Br)ccc2oc1=Nc1ccccc1	0.0	20	0	0.6
COc1cccc(OC)c1C(=O)NCc1ccc(Cl)c(Cl)c1	-0.2	0	7	0.6
COC(=O)c1ccccc1NC(=O)CN1CCN(C(c2ccccc2)c2ccccc2)CC1	0.1	12	-5	-1.4
CC1CCN(S(=O)(=O)c2cc(C(=O)Nc3ccc(Cl)c(Cl)c3)ccc2F)CC1	0.0	4	0	-0.2
Nc1nnc(SCC(=O)c2ccco2)s1	-0.2	-12	-5	1.3
COCCNC(=O)CN(Cc1ccc2c(c1)OCO2)C(=O)CCC(=O)Nc1cc(C)on1	0.0	8	6	2.4
Cc1cccc(OCC(=O)Nc2sc3c(c2C(N)=O)CCCC3)c1C	1.2	14	-1	-0.4
NNc1nc2sc3c(c2c(=O)[nH]1)CCCCC3	0.0	12	1	1.6
CCOc1cc(C2NC(=S)NC(C)=C2C(=O)Nc2ccccn2)ccc1OCc1ccccc1 (centres undefined)	0.1	8	1	2.2
O=C(CC1CSc2nccc(=O)n21)Nc1ccccc1F (centres undefined)	-0.1	-4	2	0.1
COc1cccc(-c2cc(C(=O)Nc3ccc(F)c(F)c3)n(C)n2)c1	0.1	6	-16	0.2
Cc1ccc(N2CC(C(=O)Nc3ccc(Br)cc3F)CC2=O)cc1 (centres undefined)	0.0	3	-3	2.1
COc1ccccc1Cn1c(SCc2cccc([N+](=O)[O-])c2)nc2ccccc2c1=O	0.1	10	9	1.5
Cc1cc(C)cc(CC2CC(=O)N(c3cc(C)on3)C2=O)c1 (centres undefined)	0.2	-7	3	0.7
O=[N+]([O-])c1ccccc1S(=O)(=O)N1CCN(S(=O)(=O)c2ccc(F)cc2)CC1	0.0	2	-1	-0.5
COc1ccc(OC)c(CN2CCN(C3CCCC3)C(CCO)C2)c1 (centres undefined)	0.4	7	11	-2.2
COCCNc1oc2c(c1-c1ccc(OC)cc1)c(=O)oc1ccc(C)cc12	0.2	5	-8	-0.1
COc1ccc(OC)c(N/C=C(/C#N)c2nc(-c3ccc(F)cc3)cs2)c1	-0.1	-11	-9	-0.7
COC(=O)c1cccc(Nc2cc(C)nc3cc(Cl)ccc23)c1	-0.1	6	5	-0.5
COc1ccccc1NC(=O)COc1ccc(C(F)(F)F)cc1[N+](=O)[O-]	0.6	10	0	0.5
COc1ccc(/C=N/NC(=O)Cc2ccccc2)cc1[N+](=O)[O-]	0.1	0	-3	-0.2
O=C(CCS(=O)(=O)Cc1ccccc1)Nc1ncc([N+](=O)[O-])s1	0.0	12	-19	-0.8
CCC(C)n1c(SCc2ccccc2)nc2ccsc2c1=O (centres undefined)	-0.1	2	-4	2.8
Cc1c(C(=O)NCc2ccco2)sc2ncn(CC(=O)N3CCCCC3C)c(=O)c12 (centres undefined)	-0.4	18	2	-0.6
Cc1nc(Nc2ccc(Br)cc2)sc1C(=O)Nc1ccc(Br)cc1	-0.3	-23	-5	0.9
CC1(C)Cc2ccccc2-c2nc(NCCO)n(-c3ccccc3)c(=O)c21	0.0	-1	1	-0.8
Cc1cc(C(=O)COc2ccc3c(c2)OCO3)c(C)n1CC1CCCO1 (centres undefined)	-0.1	3	-50	0.2
Cc1cc(OCc2ccc(-c3nnco3)cc2)ccc1Cl	0.4	13	-56	0.1
Cc1cc(C)n2c(SCC(=O)c3ccc(F)cc3)nnc2n1	0.9	17	-17	-1.6
CCOC(=O)C1CCN(C(=O)CN(c2ccc3c(c2)OCO3)S(C)(=O)=O)CC1	-0.2	-13	4	0.7
COC(=O)C1=C(C)N(C)C(=O)/C1=C\c1ccccc1[N+](=O)[O-]	0.8	10	-12	0.2
COc1ccc(C(=O)NNC(=O)c2ccc(C(C)(C)C)cc2)cc1	0.0	12	-5	0.8
Cc1ccc(-c2nc3cc(NC(=O)c4ccc(Cl)c([N+](=O)[O-])c4)ccc3o2)cc1	-0.3	0	-2	0.5
CCOC(=O)NC(NC(=O)OCC)NC(=O)OCC	0.1	-5	4	1.8
COc1cc(OC)c(OC)cc1CN1CCN(S(=O)(=O)c2ccc(NC(C)=O)cc2)CC1	0.1	14	1	0.7
CC1=C(O)C(C)=C2C(=CO[C@H](C)[C@H]2C)C1=O	-0.1	-3	0	-0.4
CCc1ccc2oc(-c3cccc(NC(=O)c4cccc(Br)c4)c3)nc2c1	0.0	12	-4	-0.4
O=C(Nc1ccc2[nH]c(=O)[nH]c2c1)Nc1ccc(F)cc1F	0.0	-18	-6	0.4

Next section
SMILES	FBW7 act	MITF inh	TEAD-YAP inh	GPR151 ag
COc1ccc(C(=O)/C=C(\C)NC(C)c2ccccc2)cc1 (centres undefined)	-0.1	0	-16	-0.6
CC1(C)OC(=O)C(=CNC(CCC(=O)O)C(=O)O)C(=O)O1 (centres undefined)	0.0	-19	-12	0.5
CCOC(=O)c1c(NC(=O)CSc2nnc(CNC(=O)c3ccccc3OC)n2C)sc2c1CCC2	-0.1	-9	-10	0.7
Cc1cccc(-c2ocnc2C(=O)N2CCN(c3ccc(C(F)(F)F)cn3)CC2)c1	0.0	2	0	0.8
O=C(CS(=O)(=O)c1c[nH]c2ccccc12)Nc1cc(C(F)(F)F)ccc1Cl	0.1	4	11	-0.9
CCC1CCCCN1Cc1nc2c(c(=O)n(C)c(=O)n2C)n1CC(C)C (centres undefined)	-0.1	8	-1	-2.2
COc1cccc(C(=O)NCC2CCCN(Cc3cc(Cl)ccc3O)C2)c1OC (centres undefined)	0.1	14	-17	-1.3
Cc1nc(-c2ccc(NC(=O)COc3ccc(Cl)cc3)cc2)cs1	0.7	-4	-3	-1.4
Cc1cnc(N2CCOCC2)nc1NCCN(C(C)C)C(C)C	-0.1	12	-1	0.3
Cc1cc(C)c(S(=O)(=O)Nc2ccccc2-c2nnn(CC(N)=O)n2)c(C)c1	-0.1	-11	-2	-0.1
CCOC(=O)C1=C(O)/C(=C/c2ccco2)SC1=Nc1ccc(F)cc1	0.4	28	-9	0.2
O=C(COC(=O)C(Cc1c[nH]c2ccccc12)NC(=O)C12CC3CC(CC(C3)C1)C2)c1ccc(Cl)cc1 (centres undefined)	-0.1	8	0	-0.5
CN(CCc1ccccn1)C(=O)CCC1CCCN(C(=O)c2cscn2)C1 (centres undefined)	-0.1	2	4	1.5
O=C(CSc1nc2[nH]ncc2c(=O)n1-c1ccccc1)N1CCN(c2ccccc2)CC1	0.0	6	19	-0.1
O=C1Nc2ccc(S(=O)(=O)NCCc3ccccc3)c3cccc1c23	0.1	-8	8	-0.1
COc1ccc(CCC(=O)N2CCN(c3ccc(OC)nn3)CC2)cc1	0.1	4	4	1.6

Molecules above with an NH in an aromatic ring (12):
SMILES	FBW7 act	MITF inh	TEAD-YAP inh	GPR151 ag
COCCNc1nc2c(c(=O)[nH]c(=O)n2C)n1Cc1cccc(C)c1	0.1	17	10	-0.2
CCOc1ccc(-n2c(=S)[nH]c3c(sc(=S)n3-c3ccccc3)c2=O)cc1	0.0	-7	3	0.8
OC1(c2ccc3c(c2)CN(Cc2ccn[nH]2)CCO3)CCN(c2ccccc2F)CC1	-0.2	16	-1	0.2
Cc1ccc(-c2cc(=O)c(=O)[nH][nH]2)cc1	0.2&-0.2	-2&-4	12&-20	-0.5&-1.0
O=C(CCC1(Cc2ccc(Cl)cc2)CCC(=O)N1)NCc1cccc2[nH]ccc12 (centres undefined)	-0.1	5	9	1.7
COc1ccccc1N1CCN(S(=O)(=O)c2cnc[nH]2)CC1	0.1	11	-2	0.0
Cc1noc(C)c1-c1nc2ncnc(NCCOc3ccccc3)c2[nH]1	-0.1	1	5	1.7
NNc1nc2sc3c(c2c(=O)[nH]1)CCCCC3	0.0	12	1	1.6
O=C(Nc1ccc2[nH]c(=O)[nH]c2c1)Nc1ccc(F)cc1F	0.0	-18	-6	0.4
O=C(CS(=O)(=O)c1c[nH]c2ccccc12)Nc1cc(C(F)(F)F)ccc1Cl	0.1	4	11	-0.9
O=C(COC(=O)C(Cc1c[nH]c2ccccc12)NC(=O)C12CC3CC(CC(C3)C1)C2)c1ccc(Cl)cc1 (centres undefined)	-0.1	8	0	-0.5
O=C(CSc1nc2[nH]ncc2c(=O)n1-c1ccccc1)N1CCN(c2ccccc2)CC1	0.0	6	19	-0.1
